Source: PubChem BioAssay (several laboratories)
Hep lipid drop: hepatic lipid droplet formation modulation; AML12 mouse hepatocytes, oleate lipid droplets, BODIPY imaging; inhibition, % at 6.5 µM; 240,000 compounds, 0.4% hits; AID 1656;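 active = lipid droplet intensity inhibited by at least 50%, with more than 500 cells counted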
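Assay system: AML12 hepatocytes (mouse); Probe or stimulus: oleic acid at 100 µM to induce lipid droplet formation; Dosing: compound at 6.5 µM only; Schedule: compound with oleate, overnight; Detection: fluorescence imaging, 20x objective, two fields per well; Measure: % inhibition of lipid droplet signal.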
PMI inhibitors: MPI enzyme activity inhibition – biochemical, fluorescence intensity, coupled assay, primary screen (AID 1209) | purified PMI enzyme, coupled fluorescence intensity; higher % means a stronger effect | one-dose inhibition, % at 20 µM; IC50 in µM for titrated hits | 190,000 compounds, 0.42% hits;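 note: plate controls were DMSO vehicle for no effect and wells lacking substrate for full effect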
Myeloid diff 2: compounds promoting myeloid differentiation; ER-HoxA9 myeloid progenitors, lysozyme-GFP differentiation, flow cytometry; calls only at 10 µM; 360,000 compounds, 1% hits;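 active = normalized GFP-positive differentiation at or above the plate's own cutoff, the solvent-only control mean plus 3 SD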;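 note: cells exposed to compound for four days before flow analysis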
WT yeast gro inh: growth inhibition of WT yeast, mitochondrial fusion screen; 190,000 compounds, 2.1% hits; mitochondrial fusion phenotypic screen, WT strain; inhibition, % at 10 µM; AID 1362; in the data active = inhibition above about 58%; tested in S. cerevisiae
ER stress rescue: protection against thapsigargin-triggered cell killing – 384-well, CSM14.1, ATP luminescence, primary screen (AID 1222); CSM14.1 thapsigargin-induced death rescue, ATP luminescence; higher % means a stronger effect; cellular ATP content (survival), % at 20 µM, or EC50 in µM where a hit was titrated; 190,000 tested, under 10 active;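 active = EC50 below 50 µM in the dose-response confirmation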;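 note: death triggered by thapsigargin at about 15 µM added after 2 h compound pretreatment; cell ATP read after overnight thapsigargin exposure of roughly 18 to 22 hours; normalized against plate controls of thapsigargin alone and 5% DMSO vehicle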
human PMI inhibitors: MPI inhibition at elevated mannose 6-phosphate – biochemical, fluorescence intensity, high mannose 6-phosphate, primary screen (AID 1220). recombinant PMI enzyme, coupled fluorescence intensity; higher % means a stronger effect. inhibition, % at 20 µM; hits with a dose series show IC50 in µM. 190,000 compounds, 0.66% hits
TNAP activators: stimulation of alkaline phosphatase TNAP activity – biochemical, luminescent, no phosphate acceptor, uHTS, primary screen (AID 1001) | activation fold at 20 µM; hits with a dose series show EC50 in µM | purified TNAP, luminescent activation assay, no phosphate acceptor; higher activation fold means a stronger effect | 200,000 compounds, 0.03% hits; in the data active = activation fold from about 3, or a potency from the dose series; inactive = the rest, 99 in 100 with activation fold below about 1.6; note: many of its hits are not listed in these tables
P. falciparum M1AAP: P. falciparum M1AAP inhibitors, biochemical, fluorogenic H-Leu-NHMec substrate, 1536-well (AID 1445); recombinant M1AAP, H-Leu-NHMec fluorogenic kinetic assay; higher % means a stronger effect; one-dose inhibition, % at 30 µM; IC50 in µM for titrated hits; 220,000 compounds, 0.42% hits;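 active = primary inhibition above the hit cutoff, then over 50% inhibition at one or more dose response concentrations, cut at about 23% in these data, passing the limit was not always enough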;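 note: plate controls were DMSO full reaction for no effect and no enzyme background for full effect; strong numbers were not always called active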
K1F lysis inhibition: protection from phage-mediated lysis, alamar blue read-out – E. coli UTI89, K1F phage, bacterial capsule biogenesis inhibitors (AID 488966); 340,000 compounds, 0.02% hits; E. coli UTI89 K1F phage lysis, alamar blue, 2 h; higher % means a stronger effect; inhibition, % at 100 µM; hits with a dose series show IC50 in µM;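 active = phage lysis inhibition, versus mean bacterial control, above a set limit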;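 note: capsule biogenesis inhibitors block K1F phage lysis so surviving cells raise fluorescence; higher fluorescence means more inhibition of phage lysis; actives were called in the ten point dose series up to 300 µM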
WT yeast gro inh mutant strain: second read-out of WT yeast gro inh, no call of its own (marks repeat the call); inhibition, %; mitochondrial fusion phenotypic screen, mutant strain inhibition
Hep lipid drop cells 6.5 µM: further read-out of Hep lipid drop, marked with its call; cell count; measured here: cell count, cytotoxicity flag;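 cells counted across two imaged fields per well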
Myeloid diff 2 GFP+ MAC1+ %: also measured in Myeloid diff 2; calls as there; GFP+ MAC1+ double positive, %; measured here: differentiation confirmed by MAC1 staining
Numbers without * were called inactive; i = inactive; / = no result given; + = active, no number; [ ] = remark or other dose. Cut-off read from the data, not from the text of the source, unless noted: active = inhibition above about 50%; inactive = the rest.

Screens in order: Hep lipid drop	Hep lipid drop cells 6.5 µM	PMI inhibitors	Myeloid diff 2	Myeloid diff 2 GFP+ MAC1+ %	WT yeast gro inh	WT yeast gro inh mutant strain	ER stress rescue	human PMI inhibitors	TNAP activators	P. falciparum M1AAP	K1F lysis inhibition
CCn1c(SCC(=O)n2nc(C)cc2C)nnc1-c1ccc2c(c1)OCO2
  /	/	-9.0%	i	1.0	2.2	-7.0	-1.3%	-6.5%	1.1	-0.7%	0.2%
CC1CCCC(NC(=O)CN(C)S(=O)(=O)c2cccc3cccnc23)C1C (stereo unspecified)
  /	/	1.6%	i	3.9	9.4	1.2	-0.4%	3.5%	0.8	4.5%	i
CC(C)OC(=O)CSc1nnc(Cc2ccccc2)n1C
  /	/	4.1%	+	25.7*	1.1	-12.4	2.0%	7.5%	1	-0.5%	-0.5%
N=c1c2c3c(sc2ncn1CCN1CCOCC1)CCCCC3
  /	/	6.9%	i	1.2	-22.5	-4.7	-0.9%	5.9%	1.1	8.1%	0.1%
COC(=O)c1c(NC(=O)C2COc3ccccc3O2)sc2c1CCN(C(C)=O)C2 (stereo unspecified)
  -16.4	434	19.4%	i	0.5	33.5	23.4	-2.5%	6.5%	1.2	5.2%	-7.8%
Nc1c(S(=O)(=O)c2cccs2)c2nc3ccccc3nc2n1CC1CCCO1 (stereo unspecified)
  -10.3	646	11.9%	i	0.9	-7.0	-1.7	/	9.2%	1.1	4.8%	i
COc1ccc2c(c1)C(=O)c1ccccc1CO2
  5.1	751	-8.7%	i	0.6	-12.7	-1.2	-5.5%	-26.9%	1	-11.1%	0.5%
Cc1ccc(OCc2nnc(NC(=O)c3ccco3)s2)cc1
  -2.4	746	-5.1%	i	0.5	13.4	19.6	-0.2%	-7.6%	1.1	8.6%	12.6%
CCn1c(=O)cc(SCC(=O)Nc2ccc(C)cn2)c2ccccc21
  -0.6	657	-3.9%	i	0.1	12.2	5.5	-6.2%	14.4%	0.9	13.3%	-0.2%
CCOC(=O)c1ccc(NC(=O)NCc2ccccc2OC)cc1
  0.2	628	-3.7%	i	0.1	-12.9	-3.2	0.6%	1.2%	1.1	-0.1%	-1.3%

Of the compounds above, 2 contain an aryl methoxy group.
Screens in order: Hep lipid drop	Hep lipid drop cells 6.5 µM	PMI inhibitors	Myeloid diff 2	Myeloid diff 2 GFP+ MAC1+ %	WT yeast gro inh	WT yeast gro inh mutant strain	ER stress rescue	human PMI inhibitors	TNAP activators	P. falciparum M1AAP	K1F lysis inhibition
COc1ccc2c(c1)C(=O)c1ccccc1CO2
  5.1	751	-8.7%	i	0.6	-12.7	-1.2	-5.5%	-26.9%	1	-11.1%	0.5%
CCOC(=O)c1ccc(NC(=O)NCc2ccccc2OC)cc1
  0.2	628	-3.7%	i	0.1	-12.9	-3.2	0.6%	1.2%	1.1	-0.1%	-1.3%

(list continues)
Screens in order: Hep lipid drop	Hep lipid drop cells 6.5 µM	PMI inhibitors	Myeloid diff 2	Myeloid diff 2 GFP+ MAC1+ %	WT yeast gro inh	WT yeast gro inh mutant strain	ER stress rescue	human PMI inhibitors	TNAP activators	P. falciparum M1AAP	K1F lysis inhibition
CC(=O)c1cccc(NC(=O)Nc2cccnc2)c1
  -11.0	687	-10.1%	i	0.5	-0.8	8.7	-2.5%	-3.9%	1.1	-3.7%	0.3%
O=C1c2ccccc2C(=O)N1CCCn1nnc(-c2ccc(N3CCOCC3)cc2)n1
  -9.0	712	-1.4%	i	6.2	-11.4	17.6	-1.8%	-2.7%	1	10.0%	1.6%
C=CCN(C(=O)c1ccccc1)c1ccc(OC)cc1
  -9.2	747	17.7%	i	0.8	-3.4	-4.2	0.1%	9.8%	1	10.7%	-1.1%
O=C(c1ccc(F)cc1)c1c[nH]c(C(=O)NCc2ccco2)c1
  47.9	687	15.0%	i	0.7	8.8	9.3	-0.1%	15.4%	1.1	3.3%	0.3%
O=S(=O)(c1ccc(-c2cn3ccccc3n2)cc1)N1CCOCC1
  /	/	0.1%	i	0.6	-6.9	-1.4	-1.0%	-9.7%	1.2	4.5%	0.3%
CC(C)Oc1ccc(Cc2cnc(=S)[nH]c2N)cc1
  32.2	702	-2.0%	i	0.2	0.7	14.4	-1.7%	-9.4%	2	-1.5%	-0.5%
CC(C)/C=N/NC(=O)c1cc(Br)ccc1O
  3.9	647	-11.2%	i	0.3	21.0	-6.3	3.0%	-22.4%	1.1	4.1%	1.0%
O=C(O)C(Cc1ccccc1)N1C(=O)/C(=C/c2cccc3ccccc23)SC1=S (stereo unspecified)
  14.0	672	18.6%	/	/	6.9	3.9	-1.7%	14.6%	1	14.9µM*	/
Cc1ccc(NC(=O)c2ccc(OC(=O)COc3cccc(Cl)c3)cc2)cc1
  4.7	636	-1.5%	i	0.2	-1.0	-7.3	-5.3%	-8.4%	1.2	3.7%	1.1%
COc1c(O)c(O)c2oc(-c3ccccc3)cc(=O)c2c1OC
  -8.0	624	23.1%	i	2.2	4.5	12.4	1.2%	6.7%	1	9.5%	4.2%
O=[N+]([O-])c1cc(C=Nc2ccc3ccccc3c2)ccc1Br
  1.3	624	33.7%	i	0.2	9.6	-10.0	0.6%	51.5%*	1.1	5.9%	-9.8%
O=[N+]([O-])c1ccc2c(c1)C(N1CCOCC1)/C(=C/COc1ccc3ccccc3c1Br)O2 (stereo unspecified)
  -18.5	579	19.6%	i	1.1	26.6	24.0	-2.7%	19.7%	1.1	-1.6%	-1.1%
CN(c1ccccc1)S(=O)(=O)c1ccc(C(=O)N2CCc3ccccc3C2)cc1
  -5.1	681	0.6%	i	0.2	-28.4	-32.1	/	2.0%	1	2.6%	-0.1%
COC(/C=C/Nc1ccc(Cl)cc1)=C(C#N)C#N
  3.0	693	-6.1%	/	/	15.3	9.6	-0.8%	-2.2%	1.1	-2.6%	1.4%
O=C(CSCc1cccc(Br)c1)N1CCOCC1
  /	/	-8.7%	i	1.1	-13.4	-9.3	0.3%	-4.0%	1	1.7%	1.1%
O=C(Cc1cccs1)N/N=C/C=C/c1ccco1
  -16.7	761	-12.3%	i	0.7	0.4	-2.9	1.0%	11.0%	1	13.1%	3.5%
CCN1/C(=C2\C(=O)N(C)C(=S)N2C)C=Cc2cc(OC)ccc21
  -6.0	472	21.5%	i	0.4	-8.7	17.1	-2.3%	11.2%	0.7	8.5%	-0.1%
CCOc1ccc(S(=O)(=O)NCC(=O)N(C)Cc2cccnc2)cc1
  2.0	815	6.2%	i	0.8	-18.7	8.1	3.0%	0.5%	1.1	-0.6%	0.1%
Cc1ccc(C(F)(F)F)cc1NC(N)=S
  -5.5	697	8.6%	i	0.2	-21.1	-16.0	/	0.8%	1	-7.4%	0.1%
Clc1ccc(-c2csc(N3CCc4ccccc4C3)n2)cc1
  /	/	-7.2%	i	0.5	33.6	-12.3	-2.4%	-1.9%	0.9	2.8%	4.9%
COc1cc(C(=O)NCCOc2cc(C)cc(C)c2)c(Br)c(OC)c1OC
  /	/	7.8%	i	0.3	22.6	21.3	-0.6%	8.1%	1.1	1.1%	0.1%
COC(=O)C(C)Sc1nc(N)c(NC(=O)c2ccco2)c(=O)[nH]1 (stereo unspecified)
  -11.3	616	1.9%	i	2.8	-0.9	-1.8	1.0%	1.6%	1.1	14.7%	1.1%
COC(=O)c1ccccc1NC(=O)c1cccc(NC(=O)CSCc2ccccc2)c1C
  21.5	678	6.5%	i	2.2	11.3	12.7	-2.1%	5.0%	1.1	-5.7%	2.9%
CCOC(=O)c1nn(-c2ccc(F)cc2)c2nc(-c3ccccc3)c(C#N)c(=O)n12
  6.9	693	16.2%	i	0.6	3.9	9.3	-1.1%	15.2%	1	9.8%	-0.1%
FC(F)(F)c1cccc(-c2nnc3ccc(C(F)(F)F)cn23)c1
  /	/	-2.3%	i	0.6	-13.0	-3.2	-1.1%	0.9%	1.2	2.1%	0.0%
CCNC(=O)OCC(CC)NC(=O)OCC(C)C (stereo unspecified)
  -0.1	719	10.0%	i	0.7	-18.0	-63.9	-1.5%	7.1%	1.1	12.6%	-0.1%
Cc1nc(NC(=O)/C=C/c2ccc(F)cc2)sc1C(=O)N(C)C
  -3.4	650	-4.9%	i	0.9	-13.6	-14.6	-0.7%	0.8%	1.1	4.0%	4.5%
O=C(CCN1CCN(c2ccc(F)cc2)CC1)Nc1ccc(F)cc1
  /	/	-3.5%	i	0.7	7.9	-8.5	-0.8%	12.3%	1	3.2%	0.2%[50 µM]
Cc1nn(C)cc1CN(C)C(=O)c1nn2c(c1Br)NC(c1cccs1)CC2C(F)(F)F (stereo unspecified)
  14.4	679	1.2%	i	0.4	12.8	-7.6	-0.1%	-3.7%	1.1	4.1%	-0.1%
COc1cccc(NC=C2C(=O)OC3(CCCCC3)OC2=O)c1
  /	/	8.0%	i	0.7	45.4	36.8	-2.5%	14.9%	1.1	5.9%	0.4%
Nc1cccc(C(=O)Nc2ccc3nc(-c4cccnc4)[nH]c3c2)c1
  19.8	676	7.4%	i	0.7	3.9	-7.7	-5.0%	12.7%	1	8.6%	1.5%
CCCc1nnc(NC(=O)NCCN2C(=O)C3C4C=CC(C4)C3C2=O)s1 (stereo unspecified)
  11.7	674	0.6%	i	2.9	7.2	5.2	/	-3.2%	1.1	0.7%	-1.0%
COc1ccc(OC)c(NC(=O)Nc2cc(C(=O)O)ccc2C)c1
  -1.5	709	-15.1%	i	0.4	0.9	9.6	-5.5%	6.1%	1.1	4.7%	0.0%
CCCCC(=O)Nc1sc2c(c1-c1nc3ccccc3s1)CCN(C(C)=O)C2
  5.2	583	8.0%	/	/	5.7	-37.0	/	7.8%	1.2	8.2%	/
COc1ccccc1C(=O)Nc1nc(N)n(-c2ccccc2)n1
  /	/	-3.8%	i	2.9	7.4	1.0	-1.3%	-3.7%	1	-1.7%	2.7%
O=c1[nH]n(-c2ccc(Cl)cc2)c2ncccc12
  /	/	3.2%	i	0.8	14.9	20.9	-2.2%	-4.1%	1.1	3.3%	0.2%
N#Cc1nc(-c2ccco2)oc1N1CCN(C(c2ccccc2)c2ccccc2)CC1
  0.3	738	12.9%	i	7.4	-8.1	19.1	2.2%	8.1%	1.1	2.7%	2.8%
COc1ccc(-c2c(C)n([O-])c3c([n+]2=O)CCCC3)cc1OC
  3.9	654	-7.1%	/	/	-4.0	-2.6	-1.4%	-15.9%	1	0.7%	/
Cc1nc(CN(C)C(=O)c2ccccc2OC2CCN(S(C)(=O)=O)CC2)cs1
  -3.6	748	4.2%	i	0.5	-8.9	-3.9	0.5%	4.3%	1.1	1.9%	0.1%
Cc1ccc(C(C)C)c(OCC(=O)Nc2ccc(Cl)cn2)c1
  -20.2	706	19.1%	i	0.3	26.4	77.1	1.2%	16.9%	1.1	1.6%	-0.4%
